RGS12 GoLoco inh: qHTS Assay for Inhibitors of RGS12 GoLoco Motif Activity (Red Fluorophore). Guanine nucleotide-binding protein G(i) subunit alpha-1 (Homo sapiens), P63096. Gai1:RGS12 GoLoco peptide FP, rhodamine, 10 min. Potency, µM (series often up to 61.6 µM), for the others: top-dose activity, negative = inhibition, usual class: inhibitors. 230,000 compounds, 0.44% hits; active = well fitted inhibition curve with a large enough effect, not every such curve was filed as active; inactive = no such curve, though single readings can be large or run the other way; note: % is set by controls: 0 for no effect and ±100 for the full control effect; nearly all actives have a fitted effect of over 30% in size; many of its hits are not listed in these tables
Target sequence (P63096 whole entry, looked up): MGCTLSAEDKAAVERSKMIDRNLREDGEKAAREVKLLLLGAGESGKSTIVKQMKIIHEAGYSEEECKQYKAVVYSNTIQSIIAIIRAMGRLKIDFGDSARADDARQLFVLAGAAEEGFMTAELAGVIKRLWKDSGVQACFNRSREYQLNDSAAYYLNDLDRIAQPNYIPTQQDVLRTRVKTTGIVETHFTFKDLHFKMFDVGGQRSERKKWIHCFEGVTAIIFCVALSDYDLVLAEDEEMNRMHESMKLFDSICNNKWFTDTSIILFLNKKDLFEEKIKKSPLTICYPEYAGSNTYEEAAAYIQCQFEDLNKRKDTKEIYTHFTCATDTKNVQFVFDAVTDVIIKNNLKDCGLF
KDM4E inh: qHTS Assay for Inhibitors of Human Jumonji Domain Containing 2E (JMJD2E). Lysine-specific demethylase 4E (Homo sapiens), B2RXH2. JMJD2E catalytic domain, FDH-coupled NADH fluorescence (FDH is formaldehyde dehydrogenase). Potency, µM (series often up to 57.1 µM), for inactives: at the highest dose activity change, negative = inhibition, hits mostly inhibitors. 230,000 compounds, 1.6% hits. AID 2147, 2009; active = well fitted inhibition curve with a large enough effect, not every such curve was filed as active; inconclusive = small, poorly fitted or top-dose-only effect, or another doubt; inactive = no such curve, though single readings can be large or run the other way;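 note: 0% = wells with enzyme and -100% = buffer wells without enzyme; nearly all actives have a fitted effect of over 50% in size; many of its hits are not listed in these tables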
Target sequence (B2RXH2 1-337 limits assumed): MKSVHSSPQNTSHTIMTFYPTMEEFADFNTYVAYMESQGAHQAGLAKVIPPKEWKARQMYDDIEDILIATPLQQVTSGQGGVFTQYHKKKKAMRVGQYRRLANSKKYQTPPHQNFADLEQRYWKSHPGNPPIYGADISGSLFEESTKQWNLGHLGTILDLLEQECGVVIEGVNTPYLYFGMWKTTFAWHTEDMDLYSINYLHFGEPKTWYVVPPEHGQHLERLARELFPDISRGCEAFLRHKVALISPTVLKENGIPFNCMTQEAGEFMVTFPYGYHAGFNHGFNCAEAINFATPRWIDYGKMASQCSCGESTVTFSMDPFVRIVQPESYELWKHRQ
ALDH1A1 block: qHTS Assay for Inhibitors of Aldehyde Dehydrogenase 1 (ALDH1A1) | Aldehyde dehydrogenase 1A1 (Homo sapiens), P00352 | Purified ALDH1A1, NADH fluorescence, propionaldehyde substrate | Potency, µM (highest dose often 75.3 µM), for inactives: at the highest dose activity, negative = inhibition, most hits filed as inhibitors | 220,000 compounds, 7.3% hits | AID 1030, 2008; active = well fitted inhibition curve with a large enough effect, not every such curve was filed as active; inconclusive = small, poorly fitted or top-dose-only effect, or another doubt; inactive = no such curve, though single readings can be large or run the other way;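 note: plate controls were no enzyme wells and a reference inhibitor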
SMN2 splice enh: qHTS Assay for Enhancers of SMN2 Splice Variant Expression. HEK293 SMN2-luciferase splicing reporter, luminescence, 30-36 h. Potency, µM (series often up to 46.1 µM), for inactives: at the highest dose activity change, positive = activation, most hits filed as activators. 210,000 compounds, 2.8% hits; note: % of control where 0% means no effect; nearly all actives have a fitted effect of over 55% in size
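HEK293 cells carry an SMN2 minigene-luciferase reporter in which exon 7 inclusion puts luciferase in frame. Cells were seeded at 2000 cells/well, attached for 10-12 hours, then exposed to compounds for 30-36 hours at 37C before ONE-Glo luminescence.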
aGlu spleen mod: qHTS Assay for Inhibitors and Activators of Human alpha-Glucosidase From Spleen Homogenate. human spleen homogenate, 4-MU-alpha-glucoside fluorescence. Potency, µM (titrated, usually from 79.9 µM), for inactives: at the top dose activity change, negative = inhibition, usual class: inhibitors. 240,000 compounds, 0.006% hits. AID 2112, 2009;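 note: 0% = enzyme with vehicle and -100% = no enzyme basal signal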
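Compounds were titrated against alpha-glucosidase in spleen homogenate at pH 5.0, with 1 mM 4-methylumbelliferyl substrate for 40 min at 37 C. Reactions were quenched with pH 10 NaOH/glycine and fluorescence measured.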
GLA spleen mod: qHTS Assay for Inhibitors and Activators of Human alpha-Galactosidase From Spleen Homogenate. Alpha-galactosidase A (Homo sapiens), P06280. human spleen homogenate, 4MU-alpha-Gal fluorescence, 40 min. Potency, µM (highest dose often 80 µM), inactives show top-dose activity change, negative = inhibition, actives largely listed as inhibitors. 240,000 compounds, 0.008% hits;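 note: 0% = enzyme with vehicle and -100% = no enzyme basal signal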
Target sequence (P06280 32-429 limits assumed): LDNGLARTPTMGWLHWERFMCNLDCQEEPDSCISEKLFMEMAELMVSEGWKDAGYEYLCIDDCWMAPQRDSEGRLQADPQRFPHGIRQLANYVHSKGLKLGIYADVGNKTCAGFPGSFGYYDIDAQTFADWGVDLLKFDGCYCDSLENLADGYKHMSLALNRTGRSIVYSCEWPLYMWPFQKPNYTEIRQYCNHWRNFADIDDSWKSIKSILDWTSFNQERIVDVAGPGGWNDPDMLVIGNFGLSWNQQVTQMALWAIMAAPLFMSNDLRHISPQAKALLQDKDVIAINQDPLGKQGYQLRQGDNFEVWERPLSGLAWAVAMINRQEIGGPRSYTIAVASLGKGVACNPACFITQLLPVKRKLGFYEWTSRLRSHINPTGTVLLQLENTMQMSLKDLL
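Spleen homogenate 1 ug + cpd (titration) + 4-MU-alpha-D-galactopyranoside 1 mM; 37C 40 min; 50 mM citrate/phosphate pH 5.0, 0.01% Tween-20; stop pH 10; fluorescence 365/440; AC50 via Hill.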
GAA glycogen: qHTS Assay for Inhibitors and Activators of Human alpha-Glucosidase Cleavage of Glycogen; 300,000 compounds, 0.38% hits; Potency, µM (top dose mostly 76.4 µM), for the others: at the top dose activity change, negative = inhibition, actives largely listed as inhibitors; recombinant GAA, glycogen substrate, Amplex Red glucose oxidase fluorescence;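 note: 0% = full enzyme reaction and -100% = no-enzyme basal signal; the screen sought inhibitors and activators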
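Recombinant human alpha-glucosidase (4 nM final) hydrolysed bovine liver glycogen (30 ug) for 40 min at 37 C in pH 5.0 citrate/phosphate with 0.01% Tween-20. Released glucose detected by glucose oxidase/Amplex Red, Ex 573/Em 610 nm. Compounds up to 77 uM; AC50 from Hill fits.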
GAA inh: qHTS Assay for Inhibitors of Human alpha-Glucosidase as a Potential Chaperone Treatment of Pompe Disease; purified human GAA, 4-MU-alpha-glucoside fluorescence; Potency, µM (titrated, usually from 76.9 µM), for the others: at the highest dose activity change, negative = inhibition, most hits filed as inhibitors; 200,000 compounds, 0.005% hits; AID 1466, 2008;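 note: plate controls were uninhibited enzyme wells for no effect and no-enzyme background for full effect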
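Enzyme (4 nM final) mixed with compound (up to 77 uM), then 4-MU-alpha-D-pyranoside (400 uM final) added; 20 min at room temperature, pH 5.0. Reaction stopped at pH 10, fluorescence read, AC50 derived by Hill fit.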
Active calls of the source: *; ? = inconclusive; nt = not tested or not shown; [ ] = remark or other dose. Unless noted, calls come from the whole dose curve; as a rule, active = well fitted curve in the direction sought with a large enough effect; inconclusive = small, poorly fitted or top-dose-only effect, or another doubt; inactive = no such curve, though single readings can be large; an effect the other way counts as inactive or inconclusive. Potency is the fitted concentration of half-maximal effect. Some of the compounds tested; rates above refer to the full screens.

Start of the data: the first 10 compounds (preview)
Order of values – aGlu spleen mod, GAA inh, SMN2 splice enh, ALDH1A1 block, GLA spleen mod, KDM4E inh, RGS12 GoLoco inh, GAA glycogen
COc1ccc(NC(=O)CC2C(=O)N(c3ccc(Cl)cc3)C(=S)N2CCc2ccccn2)cc1 (stereo not given)
  2%, ?, 20%, 16µM*, 6%, -8%, 11%, -22%
COc1c(C)cccc1C(=O)Nc1ccc(CN2CCCCC2)cc1
  -8%, -5%, 16%, -5%, 4%, 4%, 2%, 3%
COc1ccc(O)c(/C=N/NC(=O)c2cc(=O)[nH]c3ccccc23)c1
  -3%, nt, nt, nt, 2%, 7.1µM*, 5%, -2%
CCOC(=O)c1c(C)n(C)c2ccc(OC)c(NS(=O)(=O)c3ccc(Cl)s3)c12
  0%, -5%, -1%, -6%, 2%, -2%, 8%, -3%
S=c1[nH]nc(C2CCCCC2)n1/N=C/C(Cl)=C\c1ccccc1
  6%, -2%, 0%, 5%, 10%, -3%, 7%, -12%
CCOc1ccc(N2C(=O)/C(=C\c3ccc(O)c(OC)c3)S(=O)(=O)C2c2cccc([N+](=O)[O-])c2)cc1 (stereo not given)
  -5%, -1%, -33%[inhibitor], -3%, -6%, -23%, 8%, 2%
CCn1c2ccccc2c2cc(N=C3SC(CC(=O)Nc4ccccc4)C(=O)N3C)ccc21 (stereo not given)
  -21%, 5%, -9%, 1%, 2%, 9%, 4%, 9%
Clc1nssc1=Nc1ccc(Br)cc1
  0%, -5%, -12%, 1.8µM*, 3%, 11µM*, 13%, -21%
Cc1nn(-c2ccccc2)c(N)c1C(c1ccc(C(C)C)cc1)c1c(C)nn(-c2ccccc2)c1N
  -1%, -1%, 0%, -9%, 10%, -13%, 11%, -13%
Cc1c(C(Nc2ccccn2)c2ccccc2)c(=O)n(-c2ccccc2)n1C (stereo not given)
  -4%, 0%, -3%, 11%, -3%, 1%, -4%, 9%

This part in full, from the start:
Order of values – aGlu spleen mod, GAA inh, SMN2 splice enh, ALDH1A1 block, GLA spleen mod, KDM4E inh, RGS12 GoLoco inh, GAA glycogen
COc1ccc(NC(=O)CC2C(=O)N(c3ccc(Cl)cc3)C(=S)N2CCc2ccccn2)cc1 (stereo not given)
  2%, ?, 20%, 16µM*, 6%, -8%, 11%, -22%
COc1c(C)cccc1C(=O)Nc1ccc(CN2CCCCC2)cc1
  -8%, -5%, 16%, -5%, 4%, 4%, 2%, 3%
COc1ccc(O)c(/C=N/NC(=O)c2cc(=O)[nH]c3ccccc23)c1
  -3%, nt, nt, nt, 2%, 7.1µM*, 5%, -2%
CCOC(=O)c1c(C)n(C)c2ccc(OC)c(NS(=O)(=O)c3ccc(Cl)s3)c12
  0%, -5%, -1%, -6%, 2%, -2%, 8%, -3%
S=c1[nH]nc(C2CCCCC2)n1/N=C/C(Cl)=C\c1ccccc1
  6%, -2%, 0%, 5%, 10%, -3%, 7%, -12%
CCOc1ccc(N2C(=O)/C(=C\c3ccc(O)c(OC)c3)S(=O)(=O)C2c2cccc([N+](=O)[O-])c2)cc1 (stereo not given)
  -5%, -1%, -33%[inhibitor], -3%, -6%, -23%, 8%, 2%
CCn1c2ccccc2c2cc(N=C3SC(CC(=O)Nc4ccccc4)C(=O)N3C)ccc21 (stereo not given)
  -21%, 5%, -9%, 1%, 2%, 9%, 4%, 9%
Clc1nssc1=Nc1ccc(Br)cc1
  0%, -5%, -12%, 1.8µM*, 3%, 11µM*, 13%, -21%
Cc1nn(-c2ccccc2)c(N)c1C(c1ccc(C(C)C)cc1)c1c(C)nn(-c2ccccc2)c1N
  -1%, -1%, 0%, -9%, 10%, -13%, 11%, -13%
Cc1c(C(Nc2ccccn2)c2ccccc2)c(=O)n(-c2ccccc2)n1C (stereo not given)
  -4%, 0%, -3%, 11%, -3%, 1%, -4%, 9%
Cn1c2ccccc2c2c(C(=O)O)cn(C3CCCC3)c(=O)c21
  8%, ?, -18%, ?, 8%, ?, -19%, -22%
CSc1nc(C)cc(Oc2ccc(=O)n(C)n2)n1
  -1%, 2%, 13%, ?, -3%, -1%, 3%, 6%
COc1ccc(C(=O)N2CCN(c3ccccc3OC)CC2)cc1
  5%, -2%, 14%, -5%, 18%, 1%, -2%, -3%
Cc1cc(NC(=NC2CC2)c2ccccc2)n(-c2ccccc2)n1
  2%, 2%, nt, 15%, -16%, -3%, 4%, -2%
CCOc1ccc(C(=S)N2CCN(C)CC2)cc1
  5%, 4%, 24%, -6%, -1%, 2%, 8%, 10%
O=C(NCc1cccnc1)c1ccc(Br)s1
  2%, nt, nt, nt, -3%, -6%, 6%, 9%
OC(COCC(F)(F)C(F)(F)C(F)(F)C(F)F)Cn1c2ccc(Cl)cc2c2cc(Cl)ccc21 (stereo not given)
  -8%, -6%, -13%, 8%, 4%, -14%, 7%, -17%
O=C(NCc1n[nH]c(=S)n1-c1ccc([N+](=O)[O-])cc1)c1ccc(S(=O)(=O)N2CCOCC2)cc1
  6%, -9%, 1%, 0%, 2%, -1%, -4%, -4%
O=[N+]([O-])c1cc(/C=N/O)ccc1N1CCCC1
  1%, 3%, 14%, 11µM*, -3%, -6%, -4%, -13%
FC(F)(F)c1ccc(Oc2ccc3cc(Br)ccc3c2)nc1
  0%, 1%, -1%, 12%, 6%, -7%, 3%, -3%
COc1ccc(C(=O)NC2CCN(C(=O)NC3CCCCC3)CC2)cc1
  4%, -7%, -1%, -4%, 1%, 0%, -7%, 3%
O=C(NNC(=O)c1cc2ccccc2o1)c1ccc(Cl)cc1
  -1%, nt, nt, nt, -2%, 2%, 16%, -1%
O=C(NCc1nc2ccccc2[nH]1)C1=C[C@H](c2ccc3c(c2)OCO3)C[C@H](OCCCCO)O1
  10%, nt, nt, ?, 8%, ?, 6%, 3%
COc1ccc(N2CCN(Cc3cc(=O)oc4cc(C)c(Cl)c(C)c34)CC2)cc1
  -7%, -10%, -22%, ?, -5%, -8%, 17%, -6%
O=c1c2cccc3c(N4CCOCC4)ccc(c32)c2nc3ccccc3n12
  -8%, -11%, -21%, -12%, -14%, -2%, 5%, -1%
Cc1ccc(OCC(O)CN2C(=O)NC(C)(C)C2=O)c(C)c1 (stereo not given)
  1%, 14%, 6%, 10%, -1%, -10%, 11%, 7%
COc1cccc(NC(=S)N(CCc2ccc(OC)c(OC)c2)Cc2ccccn2)c1
  -2%, -3%, -9%, ?, 1%, 10%, 6%, -2%
CC(Sc1nnc(C(F)(F)F)n1C)C(=O)Nc1ccc(S(N)(=O)=O)cc1 (stereo not given)
  -1%, -1%, nt, 8%, -5%, 3%, 3%, 5%
Cc1ccc(NC(=O)N2CCc3ccccc32)cc1C
  -3%, 2%, 1.4µM*, 0%, 1%, -5%, -9%, -16%
COc1ccc(N2C(=O)CSC23C(=O)Nc2ccccc23)cc1OC (stereo not given)
  -10%, -2%, -1%, 0%, 11%, ?, 12%, -3%
CCC(C)[C@H](N)c1nnc(SCC(=O)c2ccc(Cl)cc2)o1 (stereo not given in full)
  -7%, -12%, -22%, ?, -13%, -12%, 3%, 3%
OCC(O)/C=N/Nc1nc2ccccc2s1 (stereo not given)
  1%, -3%, ?, 4%, -1%, 0%, 6%, ?
O=C(O)COc1ccc(/C=N/n2cnc3scc(-c4cccs4)c3c2=O)cc1
  2%, 3%, 18%, 7.1µM*, 0%, -3%, -25%, -6%
NC(=O)C1c2ccccc2CSc2ccccc21 (stereo not given)
  1%, ?, -14%, ?, 5%, -1%, -5%, 0%
COc1ccc(N(C(=O)c2ccco2)C(C(=O)NC2CCCC2)c2ccc(N(C)C)cc2)cc1OC (stereo not given)
  -7%, -7%, -7%, ?, -4%, -4%, -22%, -21%
CSc1ccc(CNc2ccc(C)c(C)c2)cc1
  5%, -3%, 8%, 0%, 6%, -3%, 7%, -21%
CN=c1scc(-c2ccc(Br)cc2)n1C
  3%, -1%, -5%, -7%, 8%, -25%, -1%, -11%
Cc1c(C(=O)O)cccc1-c1ccc(C=O)o1
  4%, -2%, ?, ?, 10%, -1%, 0%, 3%
COC(=O)C1=NNC2C(=O)N(c3ccc(C)cc3)C(=O)C12 (stereo not given)
  -5%, ?, -2%, 2%, 4%, -1%, 3%, 10%
O=C(CCSCCC(=O)NCc1ccccc1)NCc1ccccc1
  2%, -5%, -16%, 2%, 1%, 1%, 7%, 10%
Cc1noc(C)c1S(=O)(=O)N1CCC(C(=O)NCCN2CCC(C)CC2)CC1
  -5%, -2%, -2%, 1%, -8%, 2%, -4%, -1%
COCc1cc(C)c2c(N)c(C#N)sc2n1
  -7%, 1%, -7%, ?, 2%, ?, 4%, 9%
CCOc1ncccc1C(=O)N(C)CC(=O)Nc1ccc(F)cc1
  1%, -5%, 4%, 7%, 1%, -1%, -11%, 10%
O=C(CN1CCN(c2ccccn2)CC1)Nc1ccccc1
  -9%, -2%, 11%, -5%, 1%, -4%, -41%, 25%
CSc1ccccc1NC(=O)c1cc(-c2cccs2)on1
  2%, 1%, 21%, ?, -5%, ?, 1%, 1%
CCCC(=O)Nc1nn(C)c2nc3cc(C)ccc3cc12
  -3%, 3%, nt, ?, -14%, ?, nt, 6%
O=c1c(N2CCOCC2)nsnc1N1CCOCC1
  3%, 3%, nt, 25µM*, 2%, 0%, nt, -14%
CCCn1c(=O)c2ccccc2n2c(SCN3C(=O)c4ccccc4C3=O)nnc12
  -8%, -5%, ?, -7%, -3%, -4%, 3%, -1%
Cc1nn(C(=O)c2ccco2)c(C)c1Br
  10%, -6%, -13%, ?, 7%, 8%, -6%, 2%
CCc1ccc(NC(=O)c2ccccc2SC)cc1
  -1%, 4%, ?, -3%, -2%, 5%, 9%, 13%

Source: PubChem (National Center for Advancing Translational Sciences (NCATS))
